Assay outcomes deposited in PubChem by National Center for Advancing Translational Sciences (NCATS).
MCF10A rerep: DNA re-replication induction in MCF 10a cells; MCF 10A DNA re-replication, Hoechst nuclear intensity, 48 h; Potency, µM (titrated, usually from 46.1 µM), for inactives: at the highest dose activity, positive = re-replication, hits mostly activators; 350,000 tested, 2.9% active; note: potency is the fitted concentration of half-maximal effect; % of control where 0% means no effect; nearly all actives have a fitted effect of over 50% in size
SW480 rerep: DNA re-replication induction in SW480 cells | 340,000 tested, 1.8% active | Potency, µM (doses to about 46.1 µM), inactives show top-dose re-replication activation, usual class: activators | AID 624297 | SW480 DNA re-replication, Hoechst DNA content imaging, 48 h; note: potency is the fitted concentration of half-maximal effect; % of control where 0% means no effect; nearly all actives have a fitted effect of over 55% in size
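First, 250 cells per well were seeded. Next, compound or vehicle (23 nL) was pinned in, plates sat 48 hr at 37 C. Finally Hoechst was added for 40 min before fluorescence scanning.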
HT1080-NT tox: kills 2HG-producing HT-1080-NT fibrosarcoma cells. HT-1080-NT fibrosarcoma viability, CellTiter-Glo ATP luminescence, 48 h. Potency, µM (highest dose often 46.1 µM), for inactives: top-dose activity, negative = less viability, usual class: cytotoxic. 360,000 tested, 1.6% active;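 note: NT is the 2HG producing partner of a matched IDH1 knockdown line; potency is the fitted concentration of half-maximal effect; 0% = DMSO-treated cells and -100% = media-only wells without cells; nearly all actives have a fitted effect of over 55% in size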
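Luminescent CellTiter-Glo readout after 48 hours of compound exposure at 37 degrees C defined viability of HT-1080-NT cells. Activity was normalized to DMSO wells and cell-free media wells; concentration-response curves were fitted and assigned curve classes.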
KB-V1 cytotox: kills drug-selected multidrug resistant KB-V1 cells. Potency, µM (series often up to 46.1 µM), without a hit: at the top dose activity change, negative = cytotoxicity, usual class: cytotoxic. AID 1347076. KB-V1 MDR cells viability, CellTiter-Glo, 72 h. 400,000 tested, 3.4% active; note: potency is the fitted concentration of half-maximal effect; % is set by controls: 0 for no effect and ±100 for the full control effect; nearly all actives have a fitted effect of over 60% in size
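Drug-selected KB-V1 cells, grown in DMEM lacking phenol red with 10% FBS, receive compound titrations; after three days at 37 degrees C, surviving cell ATP is quantified by CellTiter-Glo luminescence and responses normalized and curve-fitted.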
HT1080 IDH1KD tx: HT-1080 IDH1 knockdown cell toxicity (counter line); HT-1080 IDH1 knockdown viability, ATP luminescence, 48 h; Potency, µM (series often up to 46.1 µM), without a hit: top-dose activity, negative = toxicity, usual class: cytotoxic; 360,000 tested, 2% active; AID 686971;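 note: potency is the fitted concentration of half-maximal effect; 0% = DMSO wells and -100% = cell-free medium wells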
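HT-1080-IDH1KD cells (IDH1 knocked down), 750/well in RPMI with 5% FBS, treated with compound 48 h at 37 degrees C. Viability by CellTiter-Glo luminescence, normalised to DMSO and no-cell wells; concentration-response curves classed.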
D3 ag: D3 dopamine receptor (human) agonism. P35462. D3R DiscoveRx beta-arrestin cells, luminescence, 90 min. max activation, %. 410,000 tested, 0.58% active; in the data active = max activation above about 30%; note: 0% is about no effect; mostly tested at two doses, the higher about 12 µM
Target sequence (P35462 whole entry, looked up): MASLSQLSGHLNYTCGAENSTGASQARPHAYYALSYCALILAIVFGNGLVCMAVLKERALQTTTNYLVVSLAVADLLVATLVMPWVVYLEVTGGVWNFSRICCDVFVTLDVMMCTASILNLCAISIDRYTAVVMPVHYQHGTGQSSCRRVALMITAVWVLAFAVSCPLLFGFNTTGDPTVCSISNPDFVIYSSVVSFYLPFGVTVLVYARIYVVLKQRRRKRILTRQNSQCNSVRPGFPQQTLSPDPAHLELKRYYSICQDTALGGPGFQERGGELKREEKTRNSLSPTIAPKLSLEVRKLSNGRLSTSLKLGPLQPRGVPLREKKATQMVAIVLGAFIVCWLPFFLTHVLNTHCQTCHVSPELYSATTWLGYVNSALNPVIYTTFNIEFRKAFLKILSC
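Cells at 1500/well, incubated overnight, then treated with pinned compounds (dopamine as control) for 90 min at 37 degrees C. DiscoveRx reagent added for 30 - 60 minutes at room temperature; luminescence read.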
HEK293 tox: cytotoxicity in counter-screen for GLP-1R inverse agonists | HEK293 cAMP-luciferase reporter cells, luminescence, 24 h | Potency, µM (highest dose often 38.3 µM), inactives show at the top dose activity change, negative = inhibition, most hits filed as inhibitors | 410,000 tested, 0.13% active | AID 624418;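 note: loss of luciferase light is scored as toxicity; potency is the fitted concentration of half-maximal effect; % is set by controls: 0 for no effect and ±100 for the full control effect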
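To flag toxic compounds, the library was rerun on cells for 24 hr at 37 deg C and 5% CO2. Viability-linked luminescence was captured 12 min after adding luciferase detection reagent.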
IL1B secr inh: blocks inflammasome-driven IL-1 beta release; activity change, % at 57.5 µM; 360,000 tested, 4.7% active; THP-1 LPS/ATP IL-1B secretion, AlphaLISA, 16 h; hits give low values; in the data active = activity change below about -50%; inconclusive = mostly about -30% to -49%; note: % is set by controls: 0 for no effect and ±100 for the full control effect
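Secreted IL-1B measured by AlphaLISA bead assay after 16 h compound exposure of THP-1 cells; compounds (final up to 57.5 uM) added 1 h before LPS (250 ng/mL) and ATP (1.25 mM) stimulation; lower signal means less secretion.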
KB-3-1 tox: KB-3-1 parental cell cytotoxicity. KB-3-1 viability, CellTiter-Glo ATP luminescence, 72 h. Potency, µM (doses to about 46.1 µM), without a hit: at the highest dose activity change, negative = cytotoxic, usual class: cytotoxic. 400,000 tested, 1.4% active; note: potency is the fitted concentration of half-maximal effect; % is set by controls: 0 for no effect and ±100 for the full control effect; nearly all actives have a fitted effect of over 60% in size
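Cytotoxicity in the drug-sensitive parental line KB-3-1 was scored as loss of CellTiter-Glo luminescence following 72 h incubation with compound. Values come from curve fitting of normalized concentration-response data.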
* hit, by the source's call; u = inconclusive; x = not tested or not shown; & = joins results of further samples; [ ] = dose if it differs, or a comment. Unless noted, calls come from the whole dose curve; as a rule, active = well fitted curve in the direction sought with a large enough effect; inconclusive = small, poorly fitted or top-dose-only effect, or another doubt; inactive = no such curve, though single readings can be large; an effect the other way counts as inactive or inconclusive. Rows were taken by chance (roughly 11% active in at least one column).

Sample of the layout:
canonical_smiles	MCF10A rerep	SW480 rerep	HT1080-NT tox	KB-V1 cytotox	HT1080 IDH1KD tx	D3 ag	HEK293 tox	IL1B secr inh	KB-3-1 tox
CN(C(=O)CN1CCN(c2ccccc2F)CC1)C1CCCc2ccccc21 (stereo not drawn)	u	20%	-9%	-5%	-19%	-8	-1%	19	-9%
COC(=O)c1cc(C(=O)Nc2nnc(CC(C)(C)C)s2)cc([N+](=O)[O-])c1	u	-4%	3%	-6%	0%	-2	8%	16	5%

The list itself (from the top)
canonical_smiles	MCF10A rerep	SW480 rerep	HT1080-NT tox	KB-V1 cytotox	HT1080 IDH1KD tx	D3 ag	HEK293 tox	IL1B secr inh	KB-3-1 tox
CN(C(=O)CN1CCN(c2ccccc2F)CC1)C1CCCc2ccccc21 (stereo not drawn)	u	20%	-9%	-5%	-19%	-8	-1%	19	-9%
COC(=O)c1cc(C(=O)Nc2nnc(CC(C)(C)C)s2)cc([N+](=O)[O-])c1	u	-4%	3%	-6%	0%	-2	8%	16	5%
Cc1[nH]c2nc3ccccc3n2c(=O)c1CCC(C)C	-4%	-1%	3%	-8%	2%	3	-10%	8	16%
CCOC(=O)CCCCC(=O)c1[nH]c(=O)[nH]c1Cn1cnc2ccccc21	-5%	0%	4%	-3%	4%	0	8%	-54*	3%
Nc1nonc1-c1nc2ccccc2n1CC(=O)NC1CCCC1	-3%	0%	-29%	-7%	u	-3	1%	4	0%
Cc1ccc(N2C(=S)NC3c4ccccc4OC2(C)C3C(=O)N(C)C)cc1 (stereo not drawn)	0%	-10%	5%	u	6%	-5	-3%	34	13%
CCC(=O)c1ccc(OCC(=O)OCC(=O)N2CCN(c3ccc(OC)cc3)CC2)cc1	2%	0%	-3%	-3%	-10%	5	-2%	8	-12%
CC(C)C1C(=O)NC(=S)N1S(=O)(=O)c1ccc(C(C)(C)C)cc1 (stereo not drawn)	u	-2%	-26%	-18%	-6%[9.24 µM]	8	-11%	43	-13%
O=S(=O)(NC(=NC1CCCC1)C(F)(F)F)c1ccccc1	-1%	-1%	-2%	5%	-1%	-14	-9%	0	-1%
O=C(COc1ccc(F)cc1)N1CCCCCCC1	1%	-3%	18%	8%	8%	-1	0%	20	-23%
O=C(Cc1ccc(NC(=O)C2CCCN(C(=O)CCc3ccccc3)C2)cc1)Nc1cccc(C(=O)N2CCCC2)c1 (stereo not drawn)	u	3%[9.22 µM]	5%	-8%	-4%	16	-6%	7	u
COc1ccccc1/C=C1/C(=O)N(c2ccc([N+](=O)[O-])cc2)N=C1C	2%	-2%	-19%	15%	-12%	3	-21%	-2	0%
Cc1sc2nc(SCC(=O)N3CCCCC3)[nH]c(=O)c2c1C	-18%	-2%	-5%	-21%	-6%	-8	8%	26	-1%
CC(C)C[C@H](NC(=O)c1nc[nH]c1C(=O)NCCCCCN)C(=O)OCc1ccccc1	u	-21%	1%	-4%	16%	-9	-10%	8	-1%
Cc1ccccc1N1CC(C(=O)Nc2ccc(S(=O)(=O)N3CCOCC3)cc2)CC1=O (stereo not drawn)	6%	-1%	1%	u	5%	-7	27%	3	0%
COc1cc(Cl)c(S(=O)(=O)n2cnc(C)c2)cc1Cl	2%	-2%	6%	0%	u	-6	6%	22	-6%
O=C(c1sc2cc([N+](=O)[O-])ccc2c1Cl)N1CCOCC1	4%	-7%	5%	-6%	11%	2	-13%	-6	4%
CC(=O)Nc1ccc(S(=O)(=O)N2CCc3ccccc3C2CC(=O)O)cc1 (stereo not drawn)	-6%	-11%	18%	10%	18%	11	-8%	2	20%
COc1cccc(-c2nc3c(c(SCc4ccccc4Cl)n2)Cc2c(CO)cnc(C)c2O3)c1	x	x	x	1%	x	0	2%	x	-2%
CSc1ccc(NC(=O)N2CCC(C(=O)c3ccc(F)cc3)CC2)cc1	2%	-6%	-2%	u	-17%	-13	-8%	-69*	-20%
C=CCOC(=O)c1c(C)nc2cc3c(cc2c1C)OCO3	27%	2%	16%	16%	17%	0	2%	23	11%
COc1cccc(CN2C(=O)CCC2(C)C(=O)NC2CCCCCC2)c1 (stereo not drawn)	-4%	2%	0%	-9%	6%	0	-12%	-3	-3%
O=C1C(=O)c2c(ccc3ccccc23)-c2ccccc21	1.8µM*	9.2µM*	4.6µM*	4.1µM*	1.8µM*	-14	u	-87*	4.1µM*
CC[C@@H]1CC2=C(C(=O)OC(C)(C)O2)[C@@H](CC)O1	x	x	20%	3%	-1%	6	6%	23	6%
COc1ccc(N(CC(=O)Nc2ccc(F)cc2)S(=O)(=O)c2ccccc2[N+](=O)[O-])c(OC)c1	10%	-5%	4%	26%	0%	14	3%	-60*	0%
Nc1nc2ccc(Oc3ccccc3)cc2s1	14%	-49%[inhibitor]	0%	u	-27%	-10	6%	3	-1%
COc1ccc([C@H]2/C=C\CN(S(=O)(=O)c3ccc4ccccc4c3)[C@@H](C)C(=O)N2Cc2ccc(F)cc2)cc1	8%	11%	-4%	-13%	-2%	-10	-11%	19	-4%
COC(=O)c1c(N)sc2c1CC(C)(C)OC2	u	3%	-1%	-11%	1%	-4	9%	-13	0%
COc1ccc2oc(=O)c(-c3nc4ccc(C)cc4[nH]3)cc2c1	x	x	x	u	x	-2	-3%	x	-22%
COc1ccc(/C=N/n2c(=S)n(C)c3ccccc32)cc1OC	-4%	1%	26%[9.24 µM]	0%	-1%	63*	-9%	-18	-6%
CCOC(=O)NC(=O)C(=CNc1ccc(C)cc1)C(=O)NC(=O)OCC	2%	-4%	0%	26%	9%	-3	-6%	-8	0%
COc1ccc(-n2ncc3c2CC(C)(C)CC3NC(=O)CCn2cncn2)cc1 (stereo not drawn)	2%	0%	-2%	x	-2%	1	-17%	10	x
O=C(c1cc2nc(-c3cccs3)cc(C(F)(F)Cl)n2n1)N1CCCc2ccccc21	u	4%	18%	3%	0%	8	5%	u	0%
Cc1ccc(NC(=S)N/N=C2/CCCc3c(C)cc(C)cc32)cc1	11%	-3%	6%	15%	1%	1	0%	6	2%
CC1c2cccn2CCN1S(=O)(=O)c1ccc(F)cc1 (stereo not drawn)	-1%	-3%	4%	-14%	-3%	-1	2%	-11	0%
CCCN(Cc1ccc(N(CC)CC)cc1)CC1CC1	2%	-4%	4%	-28%	8%	-22	u	-3	-2%
CC(C)CC(NC(=O)C(CC(C)C)NC(=O)OC(C)(C)C)C(N)=O (stereo not drawn)	-4%	-11%	8%	5%	16%	6	-3%	14	4%
Cc1ccc(N=Cc2cc(C)n(C3CCCC3)c2C)cc1	2%	-10%	-11%	9%	u	1	-7%	-3	1%
CC(C)NC(=O)COC(=O)c1cc(=O)[nH]c2ccccc12	-1%	-17%	1%	-10%	11%	18	4%	11	-1%
CCCc1nc2oc3cc(OC)ccc3c(=O)c2c(=O)n1CCc1ccccc1	0%	-19%	1%	-23%	18%	0	16%	-11	-1%
COc1ccc(CCNC(=O)Nc2ccc3c(c2)c(=O)n(C)n3C)cc1OC	x	x	18%	3%	4%	4	-5%	-17	0%
C(#Cc1ccccc1)CN1CCN(c2ccccn2)CC1	u	-18%&1%	-4%&16%	30%&-5%	-9%&1%	-1&1	3%&-4%	26&4	-16%&-6%
CC(C)C(=O)NC(c1ccc([N+](=O)[O-])cc1)c1c(O)ccc2ccccc12 (stereo not drawn)	u	15%	u	u	u	-9	-31%	-88*	0%
O=C(C(Sc1ccccc1)c1ccc(Br)cc1)N1CCOCC1 (stereo not drawn)	6%	-5%	-2%	u	0%	-3	3%	-1	-2%
COc1ccccc1N(CC(=O)Nc1ccccc1C(=O)NC(C)C)S(C)(=O)=O	4%	2%[9.22 µM]	-8%	0%	-6%	1	5%	31	12%
COCCn1nnnc1C1(N(Cc2cc3cc(C)ccc3[nH]c2=O)CC2CCCO2)CCN(C)CC1 (stereo not drawn)	1%	-7%	0%	5%	0%	0	-21%	u	-5%
Cn1c(=O)c2cc(NC(=S)NC3CCCCC3)ccc2n1C/C=C/c1ccccc1	x	x	-25%	-1%	-23%	-3	4%	u	0%
N#C/C(=C\c1coc2ccccc2c1=O)C(N)=S	u	u	-1%	-1%	-14%	-4	-23%	4	-5%
CSc1ncccc1C(=O)OCC(=O)NCc1ccccc1	u	-1%	1%	x	0%	3	-1%	16	x
O=C(/C=C/c1ccccc1)Nc1ccc2c(c1)OCCO2	-4%	4%	15%	15%	8%	2	8%[7.66 µM]	u	6%
Cc1ccc(NC(=S)NNc2ccc(C(=O)O)cc2[N+](=O)[O-])cc1C	8%	-12%	-13%	-5%	-9%	-15	u	-28	-18%
Cc1ccccc1OCCC(=O)OCC(=O)Nc1c(F)cccc1F	10%	-2%	5%	3%	5%	-4	-10%	0	-1%
C[C@H](CO)N1C[C@H](C)[C@@H](CN(C)C(=O)Nc2ccc(C(F)(F)F)cc2)Oc2ccc(NC(=O)Nc3ccc4c(c3)OCO4)cc2C1=O	u	u	-10%	-6%	-19%	-12	0%	u	6%
Cc1ccc(NC(=O)CSc2nnc(C)s2)c(C)c1	x	x	x	-8%	x	-9	13%	x	-3%
CC(C)CCNC(=O)C1(c2cccs2)CCOCC1	-1%	-4%	8%	11%	5%	-5	-4%	-1	6%
O=C(CSc1nnc(C2COc3ccccc3O2)o1)Nc1nccs1 (stereo not drawn)	12%	-5%	-19%	-17%	-5%	6	-20%	20	0%
OCCCc1nc2ccccc2[nH]1	-2%	-3%	-13%	-1%	-11%	-7	-2%	-2	0%
